IMP-1 inhibitor: IMP-1 metallo-beta-lactamase inhibitors, primary screen, biochemical, epi-absorbance readout, Pseudomonas aeruginosa enzyme. metallo-beta-lactamase IMP-1 (Pseudomonas aeruginosa). purified IMP-1, nitrocefin hydrolysis, epi-absorbance fluorescence. inhibition, % at 5.6 µM. 290,000 compounds, 0.45% hits. AID 1556, 2009;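 active means inhibition above the mean plus 3 SD of all compounds in the same screening run, cut at about 4.5% in these data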;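 further: 0% = IMP-1 with DMSO and 100% = DMSO wells lacking enzyme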
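System: purified IMP-1 / Input: IMP-1 dispensed at 0.2 nM / Medium: 50 mM HEPES pH 7.1, 50 µM ZnSO4, 0.05% Brij 35 / Timing: 15 min enzyme–compound preincubation, then 25 min nitrocefin reaction, 25 °C / Technique: plate fluorescence quenching by hydrolysis product, ex 480/em 530 nm / Repeats: singlicate testing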
VIM-2 inh: VIM-2 metallo-beta-lactamase inhibitors, primary screen, biochemical, epi-absorbance readout, Pseudomonas aeruginosa enzyme | inhibition, % at 5.6 µM | purified VIM-2, nitrocefin hydrolysis, epi-absorbance fluorescence | AID 1527, 2009 | 290,000 compounds, 0.89% hits;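 active means inhibition above the mean of all tested compounds plus 3 SD, cutoff set per screening run, cut at about 7.5% in these data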;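 further: red hydrolysis product quenches plate fluorescence so inhibitors raise well fluorescence; 0% = enzyme with DMSO and 100% = DMSO without enzyme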
DNA FID counter: compounds displacing fluorescent DNA intercalator, primary screen, artefact control for HCV NS3 helicase inhibitor project, biochemical, FID fluorescence | AID 1845, 2009 | inhibition, % at 7.9 µM | 290,000 compounds, 0.17% hits | DNA fluorescent intercalator displacement; in the data active means inhibition above about 37%;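 further: 0% = vehicle and 100% = reference compound; higher means more ethidium bromide displaced from hairpin DNA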
OXTR ag: human OXTR agonists, primary screen, fluorescence, CHO-OTR cells, Fluo-8 calcium; Oxytocin receptor (Homo sapiens), P30559; Fluo-8 calcium fluorescence; normalized: DMSO 0%, oxytocin 100%; activation, % at 3 µM; 320,000 compounds, 0.32% hits; AID 2435, 2010;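 active means activation above the mean of all tested compounds plus 3 SD, cutoff set per screening run, cut at about 20% in these data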;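 further: peak over basal fluorescence ratio from a 100 s FLIPR kinetic read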
Target sequence (P30559 whole entry, looked up): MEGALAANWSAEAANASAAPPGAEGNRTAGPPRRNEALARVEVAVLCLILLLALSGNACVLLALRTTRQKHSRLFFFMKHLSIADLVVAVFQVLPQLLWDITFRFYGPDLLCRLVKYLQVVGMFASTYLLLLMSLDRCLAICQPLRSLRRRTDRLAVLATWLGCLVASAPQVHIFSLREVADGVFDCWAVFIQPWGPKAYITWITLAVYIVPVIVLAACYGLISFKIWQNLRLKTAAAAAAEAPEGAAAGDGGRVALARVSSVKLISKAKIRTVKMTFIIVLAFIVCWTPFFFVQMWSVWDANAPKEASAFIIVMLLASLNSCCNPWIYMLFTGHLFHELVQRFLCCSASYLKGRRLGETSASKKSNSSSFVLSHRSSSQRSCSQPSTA
GalR3 antag: GalR3 antagonists in HEK293 cells, primary screen, cell-based, fluorescence readout; Galanin receptor type 3 (Homo sapiens), O60755; HEK293 GalR3-CNG cAMP membrane potential fluorescence; galR3 body fused to GalR1 C-terminus; inhibition, % at 3 µM; 360,000 compounds, 0.44% hits; AID 651719, 2012;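 active means inhibition above the screen-wide average plus 3 SD, cut at about 13% in these data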;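 further: forskolin and galanin both at EC90 stimulate the cells; cAMP rise reported by CNG channel membrane potential dye signal; 0% = forskolin plus galanin with DMSO and 100% = forskolin alone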
Target sequence (O60755 1-299 limits assumed): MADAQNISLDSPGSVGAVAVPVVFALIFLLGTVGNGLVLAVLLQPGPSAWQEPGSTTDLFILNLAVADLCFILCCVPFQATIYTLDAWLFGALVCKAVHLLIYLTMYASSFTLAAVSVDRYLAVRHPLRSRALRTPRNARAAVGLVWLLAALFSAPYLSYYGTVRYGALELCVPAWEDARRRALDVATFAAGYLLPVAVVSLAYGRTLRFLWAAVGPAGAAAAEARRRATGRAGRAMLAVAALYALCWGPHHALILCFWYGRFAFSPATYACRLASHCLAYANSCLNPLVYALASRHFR
PHOSPHO1 inh: PubChem AID 1565; inhibition, % at 13.3 µM; Phosphoethanolamine/phosphocholine phosphatase (Homo sapiens), Q8TCT1; 290,000 compounds, 1.1% hits; recombinant PHOSPHO1, absorbance phosphatase assay; in the data active means inhibition above about 60%
Target sequence (Q8TCT1 whole entry, looked up): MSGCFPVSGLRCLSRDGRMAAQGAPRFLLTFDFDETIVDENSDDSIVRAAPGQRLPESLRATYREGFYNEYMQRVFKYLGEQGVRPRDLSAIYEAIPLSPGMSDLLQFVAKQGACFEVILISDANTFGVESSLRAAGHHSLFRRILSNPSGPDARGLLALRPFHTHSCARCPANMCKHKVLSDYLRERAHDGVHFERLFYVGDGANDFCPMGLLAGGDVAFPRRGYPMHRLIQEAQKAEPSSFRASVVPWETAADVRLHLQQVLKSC
V1R ag counter: agonists of human V1a receptor, primary screen, counter-screen for OXTR agonist project, fluorescence, CHO-V1R cells; Fluo-8 calcium fluorescence, agonist mode; 0% DMSO, 100% 3 nM vasopressin; 320,000 compounds, 0.25% hits; activation, % at 3 µM; Vasopressin V1a receptor (Homo sapiens), P37288; AID 2797, 2010;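 active means activation above the mean activation of all tested compounds plus 3 SD, per screening run, cut at about 20% in these data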;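 further: signal is peak over basal fluorescence ratio across a 100 second FLIPR read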
GPR7 antag: GPR7 receptor antagonists, primary screen, cell-based, fluorescence, single concentration | Neuropeptides B/W receptor type 1 (Homo sapiens), P48145 | GPR7-expressing cells, fluorescence antagonist assay | inhibition, % at 4.4 µM | 290,000 compounds, 1.1% hits | AID 1861, 2009; in the data active means inhibition above about 16%, passing the limit was not always enough;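 further: cells stimulated with the agonist NPW; 0% = agonist with vehicle and 100% = vehicle without agonist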
NS3 helicase inh: inhibitors of HCV NS3 helicase, primary screen, biochemical, Cy5 molecular beacon fluorescence; NS3 helicase DNA unwinding; Hepatitis C virus NS3 helicase; 290,000 compounds, 0.56% hits; inhibition, % at 10.9 µM; AID 1800, 2009;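 active means inhibition above the mean of all tested compounds plus 3 SD, set per campaign, cut at about 35% in these data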;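 further: 0% = DMSO wells and 100% = thioflavine S control wells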
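Compound dosing – single dose, 10.9 µM nominal final, DMSO 0.8% final · System – NS3 helicase fragment of HCV · Buffer or medium – MOPS pH 6.5, MgCl2, DTT, Tween20, BSA · Signal – Cy5 beacon fluorescence read at start and 1 h · Also added – annealed dual-labelled DNA beacon duplex, ATP-started · Schedule – 1 h at 25 °C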
* hit, by the source's call; x = no result given. The order is random; overall some 4.3% were active at least once.

SMILES	IMP-1 inhibitor	VIM-2 inh	DNA FID counter	OXTR ag	GalR3 antag	PHOSPHO1 inh	V1R ag counter	GPR7 antag	NS3 helicase inh
CCOc1ccc(C(=O)N[C@H](C(=O)Nc2ccccc2OC)C(C)C)cc1	-3.6	-3.3	-27	-1.9	-9	24	7.6	-13	1
Cc1ncsc1CCOC(=O)c1ccccc1	-3.2	-2.6	-1	7.9	-5	15	-0.3	6	4
O=C(O)Cn1nnnc1-c1ccc(F)cc1	-2.3	-0.8	0	-0.3	x	-11	0.0	6	0
O=c1c(Cl)c(Nc2cccc(Cl)c2)cnn1-c1nc2ccccc2s1	-2.7	-3.1	-4	-1.8	-3	-7	-1.0	-6	6
COc1cccc(/C=N/NC(=O)c2ccc(N3CCCC3=O)cc2)c1	-0.9	-0.2	-23	1.2	-2	-38	0.6	11	2
Cc1[nH]c2ccc(Br)cc2c(=O)c1CN1CCOCC1	-4.9	-1.7	6	1.3	-2	11	1.2	-13	4
O=CN1CCN(C(=O)c2ccc3c(c2)OCO3)CC1	-0.9	-1.3	-1	x	-1	32	x	-15	-3
N#Cc1ccc2ccn(CC(=O)N3CCCc4ccccc43)c2c1	1.1	-3.4	-11	-1.5	0	-1	-0.8	-9	-5
O=C(O)C1CCCCN1S(=O)(=O)c1ccccc1 (stereo unspecified)	-0.8	-1.8	0	0.8	-5	12	1.6	-1	-7
NC(=O)Cn1c(=O)n(CCc2ccccc2)c(=O)c2c3c(sc21)CCCC3	-0.8	1.3	-3	-0.7	-7	4	0.1	11	-2
O=C1CC(N2CCSCC2)C(=O)N1c1ccc(F)cc1 (stereo unspecified)	-2.6	-0.9	0	-0.4	-5	4	-2.2	-12	0
CC1(C(=O)NCc2cccnc2)CCC(=O)N1Cc1cccs1 (stereo unspecified)	-1.2	-0.2	6	-0.1	8	-6	-0.4	-9	-5

Among those listed so far, two contain a COOH group:
SMILES	IMP-1 inhibitor	VIM-2 inh	DNA FID counter	OXTR ag	GalR3 antag	PHOSPHO1 inh	V1R ag counter	GPR7 antag	NS3 helicase inh
O=C(O)Cn1nnnc1-c1ccc(F)cc1	-2.3	-0.8	0	-0.3	x	-11	0.0	6	0
O=C(O)C1CCCCN1S(=O)(=O)c1ccccc1 (stereo unspecified)	-0.8	-1.8	0	0.8	-5	12	1.6	-1	-7

(continued)
SMILES	IMP-1 inhibitor	VIM-2 inh	DNA FID counter	OXTR ag	GalR3 antag	PHOSPHO1 inh	V1R ag counter	GPR7 antag	NS3 helicase inh
O=[N+]([O-])c1ccc(Oc2cccc(F)c2)c2ccncc12	-2.1	-3.2	-1	-2.8	1	30	-1.7	2	-5
COc1cc(/C=C(\C#N)C(=O)Nc2cccc(C(=O)O)c2)ccc1OCc1ccc(C)cc1	-2.1	-2.4	-13	-0.7	-8	22	0.0	6	-4
COc1ccc(CC2(CO)CCN(Cc3cccc4nccnc34)CC2)cc1	-2.6	-0.3	1	-0.1	-6	41	0.0	-2	19
Cc1ccc(CNC(=O)CSCc2ccccc2)cc1	-2.2	-1.9	-2	-1.7	-8	29	-1.6	-1	1
O=C(NCC1CC1)c1onc(CSc2ccncc2)c1C(=O)NCC1CC1	x	x	x	-0.9	-4	26	0.8	x	x
COCc1cc(C)nc2sc(C(=O)Nc3ccccc3C)c(N)c12	-2.4	-0.8	-16	-2.2	-6	30	-0.2	-17	7
Cc1nc(Nc2ccccc2F)c2oc3ccccc3c2n1	-4.0	3.1	-25	-2.6	-11	-7	7.0	-5	11
COc1ccc(OC)c(NC(=O)Cc2coc3cc(C)cc(C)c23)c1	-4.8	-2.0	-11	-1.2	-6	16	-1.6	-3	-2
Fc1ccc(N2CCN(Cc3ccccn3)CC2)cc1	-2.6	-1.4	2	-0.3	-5	-2	-0.4	-9	-10
Cc1[nH]c2ccc(C(=O)NC3CCC(C)CC3)cc2c1C (stereo unspecified)	-4.9	-0.5	-31	-2.1	1	22	0.0	-24	3
Cc1cc(N2CC(C)OC(C)C2)nc2ccccc12 (stereo unspecified)	-2.4	-0.8	-2	-2.8	-3	32	-1.7	-11	14
Cc1ccc(-c2nn3c(C)nnc3s2)cc1NC(=O)c1ccc(Br)o1	-4.5	-0.1	-22	-1.7	-1	11	-1.2	-10	8
Cc1nc2nc(COc3ccccc3)nn2c(C)c1Cl	-2.8	-1.0	-5	0.1	-3	12	0.3	-15	2
COC(=O)c1nc2n(n1)C(c1ccc([N+](=O)[O-])cc1)C(C(=O)Nc1ccc(Cl)cc1)=C(C)N2 (stereo unspecified)	-1.5	-1.2	-1	-0.8	-2	-11	1.2	-7	10
Cc1cccc(C)c1OCc1n[nH]c(=S)n1-c1ccccc1	-1.4	0.1	-18	0.6	-4	-31	0.2	4	-6
Cn1cnc([N+](=O)[O-])c1Nc1cccc(O)c1	-1.9	-2.5	-1	0.7	-3	16	0.6	-6	6
COc1cc(C)ccc1OCCCON1C(=O)CCC1=O	-5.7	-0.5	-1	0.9	-3	-1	0.0	0	6
COC(=O)c1cc2oc(C)cc2n1CC(=O)N1CCCc2ccccc21	-2.5	-4.6	-23	-2.8	-3	43	-1.7	-7	12
CC(C)(C)CC(=O)Nc1ccc(-c2cn3cccnc3n2)cc1	-1.5	-0.3	-13	1.4	-4	-4	0.1	15	-11
CCOc1ccc(N(CC(=O)Nc2cc(C)cc(C)c2)S(C)(=O)=O)cc1	-3.0	-3.0	-31	0.9	-4	23	3.5	0	-14
CN(C)c1ccc(NC(=O)Nc2cccc3ccccc23)cc1	-2.2	0.5	0	-0.3	-8	37	-0.2	-2	1
COc1ccc(S(=O)(=O)c2nnn(-c3cccc(Cl)c3)c2N)cc1	-1.6	-0.2	-13	9.8	0	-20	11	20*	-11
O=C(NCc1nc2ccccc2[nH]1)C1=C[C@@H](c2csc3ccccc23)C[C@@H](OCCCCO)O1	x	x	x	2.8	-3	8	2.6	x	x
Cc1c(NC(=O)Nc2ccc(Cl)c(Cl)c2)sc(=S)n1C	-1.8	-0.7	3	4.9	5	x	4.2	-2	-10
Oc1cccc(C(=S)N2CCC(Cc3ccccc3)CC2)c1	-2.1	-0.5	-21	0.7	-8	19	7.4	13	-10
Cc1nc(Nc2ccc(S(=O)(=O)N3CCCCC3C)cc2)c2nnn(Cc3ccccc3)c2n1 (stereo unspecified)	-3.1	-2.0	-19	0.8	-1	3	-0.7	-14	3
COCCn1c(-c2ccc(OC)cc2)cnc1SCC(=O)Nc1cc(C)on1	0.2	1.6	-23	6.7	-2	29	6.0	10	-1
CCOC(=O)c1ccc(NC(=S)Nc2ccccc2)cc1	-2.5	-0.6	4	0.1	-4	-10	-0.1	1	8
N/C(=N\OC(=O)CC1CCCCC1)c1ccccn1	-2.4	0.5	-7	-0.3	-2	3	-0.4	-14	8
O=C(O)c1ccc(-n2cncn2)c([N+](=O)[O-])c1	-3.8	-3.2	2	0.8	-6	55	0.0	7	3
O=C(NN1C(=O)/C(=C/c2ccc(O)c([N+](=O)[O-])c2)SC1=S)c1ccccc1Cl	6.0*	-0.9	2	5.4	-4	-17	6.6	-5	16
CCOc1ccc(-n2c(SCc3cc(=O)oc4cc(C)ccc34)nnc2-c2cccnc2)cc1	-1.1	1.0	-42	-1.3	-3	4	-0.5	7	-4
Cn1c(CNC(=O)c2ccco2)nnc1SCC(=O)Nc1c(F)cc(F)cc1Br	-1.1	-2.8	0	-0.2	-2	32	-0.7	-3	-20
COc1cccc(NC(=O)CC2S/C(=N\S(=O)(=O)c3ccccc3)N(c3ccccc3)C2=O)c1 (stereo unspecified)	-0.8	-0.5	-45	-0.2	-2	11	1.0	1	-1
O=C(c1ccc(CN2CCc3ccccc3C2)cc1)N1CCN(c2ccccc2)CC1	-1.0	-3.9	-9	-0.1	-3	-25	2.7	-8	-3
COc1ccc(-c2cn3nc(SCC(=O)NC4CCCCC4)ccc3n2)cc1	3.7	0.2	-40	-1.3	-9	17	-0.7	-3	-4
COc1ccc(CNC(=O)C(c2ccco2)N(Cc2cccs2)C(=O)Cc2cccs2)cc1 (stereo unspecified)	-1.3	-3.5	-1	0.7	1	7	9.4	-18	-2
OCCC1CN(Cc2nc3ccc(F)cc3[nH]2)CCN1C1CCCC1 (stereo unspecified)	-3.8	-4.2	1	1.3	-7	3	0.3	-2	-19
C=CCN1C(=O)C2C(C(=O)NC)C3(C)C=CC2(O3)C1C(=O)NCc1ccc(OC)cc1 (stereo unspecified)	-2.3	-0.3	0	0.9	-2	-46	0.8	16	-1
O=C(NNC(=O)C1COc2ccccc2O1)c1ccccc1 (stereo unspecified)	-2.4	-2.0	-4	0.8	-7	8	-0.1	2	6
OCc1nc2ccccc2n1CCCOc1ccccc1	-2.9	-1.7	-13	1.6	-6	-14	0.6	0	7
O=C(O)c1ccc(C[n+]2c(-c3ccccc3)csc2Nc2ccccc2)cc1	-1.5	0.1	-12	2.6	-8	-9	1.2	-4	4
O=C(OCc1ccc(COC(=O)c2ccccn2)cc1)c1ccccn1	-4.7	-0.4	-22	1.2	-4	-50	0.6	5	3
COC(=O)C1C(c2ccccc2)C(C(=O)N2CCN(C)CC2)C1c1ccccc1 (stereo unspecified)	-2.1	-1.4	6	0.8	-4	10	0.9	-6	-6
CCCCn1c(O)c(N=Nc2ccccn2)c2ccccc21	-0.9	1.2	-12	-2.9	-2	-32	-1.8	-4	-8
CCn1c(SCC(=O)Nc2cc(C)nn2-c2ccccc2)nnc1-c1cccs1	-0.5	1.3	-20	0.3	-4	17	-0.3	-12	0
COc1ccc(-c2noc(COc3ccccc3OC)n2)cc1OC	-2.2	-0.8	-11	2.5	0	-2	0.7	8	-3
CCN1CCN(CCNC(=O)c2ccc(CS(=O)(=O)c3c(Cl)cccc3Cl)o2)CC1	-2.2	-3.5	11	0.9	-1	13	-0.6	8	-7
O=C(N/N=C/c1ccccc1F)c1cccc2ccccc12	-4.3	-3.5	-7	-1.0	-14	30	0.4	3	13
Cn1cc(C(=O)c2ccccc2C(=O)O)cc1C(=O)C(Cl)(Cl)Cl	-1.2	-1.8	-1	0.9	-4	10	-0.3	-1	1
Cc1ccc([N+](=O)[O-])cc1S(=O)(=O)Nc1ccc(O)c(Sc2ncn[nH]2)c1	-1.1	-1.2	2	0.5	2	-57	1.1	-2	2
CC(=O)Oc1ccc(/C=C(\NC(=O)c2ccco2)C(=O)NCc2ccccc2)cc1	-0.3	-1.7	-9	0.6	-3	28	0.7	0	-5

Screening results deposited in PubChem by several laboratories.
